Screening data from PubChem.
PriA SSB inh: inhibitors of Klebsiella pneumoniae PriA binding to SSB C-terminal tail, primary screen, biochemical, AlphaScreen; AlphaScreen SSBct-PriA binding, biotinylated peptide; inhibition, % at 33 µM; actives 0.6% (n = 430,000); AID 1272365, 2023; in the data active means inhibition mostly above about 37%, no sharp cut-off; inactive means mostly below about 20%;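 further: plate controls were negative control peptide for no effect and reference peptide for full effect; strong numbers were not always called active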
* hit, by the source's call; & = joins results of further samples. Only part of the results is shown; rates above refer to the full screens.

smiles	PriA SSB inh
O=C(NCCn1ncc2c(N3CCN(Cc4ccccc4)CC3)ncnc21)c1ccc2c(c1)OCO2	1
COC1(CNS(=O)(=O)c2ccc(N3C(=O)CCC3=O)cc2)Cc2ccccc2C1	-5
O=C(CN1C(=O)c2ccccc2C1=O)Nc1nnc(C2COc3ccccc3O2)o1 (stereo not drawn)	-14
O=C1CCc2cc(NS(=O)(=O)Cc3ccc(Cl)cc3)ccc2N1	-10
O=C1CSC(=NNC(=O)c2ccccc2)N1	-13
O=C(Cn1cnc2ccccc2c1=O)NCC1CCCN1c1nc2ccccc2o1 (stereo not drawn)	-8
O=C1CCSCC(C(=O)Nc2ccc3c(c2)OCCO3)N1 (stereo not drawn)	-23
O=[N+]([O-])c1cc(S(=O)(=O)N2CCCC2)ccc1NN=Cc1cccs1	-17
O=C(Nc1ccc2c(=O)c3ccccc3oc2c1)c1ccccc1Cl	6
Cn1cccc1C(CNS(=O)(=O)Cc1ccc(F)cc1)N1CCCC1 (stereo not drawn)	-9
CCCc1nnsc1C(=O)N1CCN(c2cc(C(F)(F)F)ncn2)CC1	-8
Cc1nnc2ccc(N3CCN(S(=O)(=O)c4ccc(F)cc4)CC3)nn12	-3

Next part:
smiles	PriA SSB inh
O=C(NCCNC(=O)Nc1cccc(Cl)c1)Nc1cccc(Cl)c1	-7
Cc1ccc(CC(=O)N=c2sc3cc4c(cc3n2C)OCO4)cc1C	2
Nc1ccc2sc(C(F)(F)F)nc2c1	-4
O=C1NC(=S)NC(=O)C1=Cc1ccc(N2CCOCC2)cc1	-5
O=[N+]([O-])c1ccc(NN=Cc2cccc(O)c2O)c(S(=O)(=O)N2CCOCC2)c1	-7
Nc1nc2c(s1)C(=O)NCCC2	-2
O=C(c1cc2n(n1)CCCO2)N1CCN(C(=O)c2ccco2)CC1	5
CC(C)Sc1ccc(C(=O)Nc2sccc2C#N)cc1	-5
CN(C)c1cc(N2CCN(S(=O)(=O)c3ccc(OC(F)(F)F)cc3)CC2)cnn1	-16
COc1ccc(Cl)cc1S(=O)(=O)NCC(c1ccsc1)N1CCCC1 (stereo not drawn)	-1
COc1ccc(NC(=O)Cn2cnc3c(sc4nc(C)cc(-c5ccccc5)c43)c2=O)c(OC)c1	-1
O=C1c2ccccc2C(=O)N1CCCCN1CCN(C2CCCCC2)CC1	-6

Remaining list, next part:
smiles	PriA SSB inh
O=C(CSc1ccncc1)N1CCc2ncncc2C1	-8
O=C(CSCc1ccccc1)OC1CN(c2nc3ccccc3s2)C1	-17
CC(C)c1cc(=O)n2c(n1)SCC2CC(=O)NCCc1c[nH]c2ccccc12 (stereo not drawn)	16
CCOC(=O)c1c(NC(=O)c2ccccc2F)sc(C)c1-c1ccccc1	-18
COC(=O)NC(c1ccccc1)c1ccccc1	-8
CCOC(=O)c1ccc(NC(=O)CSc2ccc3nnc(-c4ccc(OC)cc4)n3n2)cc1	3
CC(c1ccccc1)N1C(=O)C2C(C1=O)C1(C)C=CC2(C)O1 (stereo not drawn)	-12
CCOC(=O)c1c(NC(=O)CC2SC(=N)NC2=O)sc2c1CCCC2 (stereo not drawn)	-6
CC(C)(C)CC(=O)N1CCC(c2nnc(C3CC3)s2)CC1	4
O=C(NC[C@]1(O)CCOc2ccccc21)C1c2ccccc2Oc2ccccc21	-4
COc1ccc(C(=O)NCCN2CCN(c3ccc(F)cc3)CC2)c(OC)c1OC	-5
Cc1ccc(NC(=O)CC(N)=NO)cc1Cl	-1

Other entries
smiles	PriA SSB inh
O=C(NC1CCN(c2ccc(-c3ccccc3Cl)nn2)CC1)c1ccc[nH]c1=O	-10
O=C(NCCC(O)c1cccc2ccccc12)c1cnccn1 (stereo not drawn)	14
O=S(=O)(c1ccc(Cl)s1)N1CCC(CSCc2ccco2)CC1	0
Cc1cc(NC(=O)CSc2nnc(CNC(=O)COc3ccc(Cl)cc3)o2)no1	9
O=C(CCS(=O)(=O)Cc1ccccc1)Nc1nnc(-c2ccccc2Cl)o1	-6
NC(=O)c1ccccc1OCC#CCNC(=O)Cn1ccc2ccccc21	-19
COc1ccc(-c2nc3ccccn3c2N=Cc2ccc(OC)c(OC)c2)cc1O	12
CC(Cc1ccoc1)NS(=O)(=O)c1cn(C)cn1 (stereo not drawn)	-24
Cc1ccc(C)c(NC(=O)Nc2cc(NC(=O)Nc3cc(C)ccc3C)c(C)nc2C)c1	-7
O=C(Cc1noc2ccccc12)N1CCC(S(=O)(=O)c2ccccc2)CC1	-7
COC(=O)C(C=NOCc1ccc([N+](=O)[O-])cc1)NC(=O)c1cccc(Cl)c1 (stereo not drawn)	-6
COc1cccc(-c2nnc3ccc(OCCNC(=O)Nc4cc(C)ccc4OC)nn23)c1	10

Other results
smiles	PriA SSB inh
Cc1ccc2c(c1)N(C)C(=O)c1cc(NC(=O)c3ccc(OC(C)C)cc3)ccc1O2	-1
Cc1ccc(S(=O)(=O)N=C(Sc2ccccc2C(=O)O)c2ccccc2)cc1	-2&-6
CC(=NNC(=O)OC(C)(C)C)c1ccccc1Br	-13
CCOc1ccc(NC(=O)CCC(=O)NN=Cc2ccc3c(c2)OCO3)cc1	-9
COc1ccc(C(C)=NNC(=O)CNC(=O)c2cccnc2)cc1	-1
COc1cc(NC(=O)CSc2nc3c(c(=O)[nH]2)CN(Cc2ccccc2)CC3)cc(OC)c1	2
COc1cc(C=Nn2cnnc2)ccc1OCc1ccccc1	-12
COc1ccc(NC(=O)C2(c3cccs3)CCOCC2)c([N+](=O)[O-])c1	32
O=C(COc1ccc(Cl)cc1Cl)Nc1nc(-c2csc(NC(=O)COc3ccc(Cl)cc3Cl)n2)cs1	-5
O=C(NCc1ccccc1-c1ccsc1)c1ccc(S(=O)(=O)N2CCOCC2)cc1	7
CCc1ccc(S(=O)(=O)c2cn(Cc3cccc(Cl)c3)c3ccc(OC)cc3c2=O)cc1	3
CCOc1ccccc1NC(=O)NCC(c1ccsc1)N1CCN(C)CC1 (stereo not drawn)	10

Other compounds:
smiles	PriA SSB inh
CSc1cccc(NC(=O)Cn2c(=O)n(Cc3ccco3)c(=O)c3oc4ccccc4c32)c1	-1
CCC(C(=O)Nc1ccc(-c2cn3nc(OC)ccc3n2)cc1)c1ccccc1 (stereo not drawn)	-12
CCN1C(=O)C(C)(C)COc2ccc(NS(C)(=O)=O)cc21	-10
Cc1nc2sc(C)c(C)n2c(=O)c1NC(=O)Cc1cccs1	-11&-10
CCOC(=O)N1CCN(C(=O)CSc2nc(-c3cccc(OC)c3)nc3c2c(=O)n(C)c(=O)n3C)CC1	-16
COc1ccc2c(Cl)c(C(=O)NN=Cc3ccc4c(c3)OCO4)sc2c1	11
CCCCc1ccc(N/C=C(/C#N)S(=O)(=O)c2ccc(OC)cc2)cc1	14
O=C(Nc1ccncc1)C1CCCN(c2ccc(-c3ccc(F)cc3)nn2)C1 (stereo not drawn)	-6
COC(=O)Nc1nc(CC(=O)NCCc2ccc(Cl)cc2)cs1	-7&2
O=C(O)CSCc1ccc(O)c2ncccc12	61
S=C(NN=Cc1ccco1)NC1CC2CCC1C2 (stereo not drawn)	-12
CCOC(=O)Cc1csc(NC(=O)C2CN(S(C)(=O)=O)C2)n1	-2

Later entries.
smiles	PriA SSB inh
CCCC(O)=C1C(=O)CCCC1=NCCc1c(C)[nH]c2ccc(C)cc12	-4
Cc1cc(C)nc(OC2CCC(NC(=O)c3ccc[nH]c3=O)CC2)n1 (stereo not drawn)	-15
c1ccc(COc2ccc(CN3CC(c4nc(-c5ccco5)no4)C3)cc2)cc1	-3
COC(=O)c1ccc(C(=O)NCCCn2ccc3cccnc32)cc1	1
O=C(NC1(c2nc(-c3cnccn3)no2)CCCCC1)c1ccc2c(c1)OCO2	-4
CCCCC(=NO)c1c(C)[nH]c2ccccc12	-1
Oc1[nH]c2ccccc2c1C=NN1CCCCC1	-2
CC(=O)NC(=Nc1nc(C)cc(C)n1)Nc1ccc(F)cc1F	-1
Cc1cc(C(=O)Nc2cccc3c2C(=O)NC3=O)on1	-4
COc1ccccc1N1CCN(C(=O)c2cccc(Oc3ccccn3)c2)CC1	0
O=C(Nc1ccc2c(c1)CN(S(=O)(=O)c1ccccc1)CC2)C1CC1	-1
CC(C)CS(=O)(=O)C1CN(C(=O)c2nc3ccccc3s2)C1	-14

(next part)
smiles	PriA SSB inh
Cc1nc2c(=O)n(CC(N)=O)nc(-c3cccs3)c2s1	-1
O=C(O)CC1(C(F)(F)F)OCCO1	-2
COc1ccccc1N1CCN(C[C@H](O)COc2ccc(-c3ccccc3)cc2)CC1	18
CNC(=O)c1cccc(-c2noc(C3CN(S(=O)(=O)N(C)C)C3)n2)c1	-3
CN1C(=O)c2cccc(NC(=O)c3ccccc3S(C)(=O)=O)c2C1=O	-9
FC(F)(F)c1ccccc1C=NNc1ccccn1	-7
CCn1c(O)c(C=NN=C2CCCCC2)c2cc(C3=NNC(=O)CC3)ccc21	-12
CN(C)S(=O)(=O)c1ccc(C(=O)N2CCC(c3nc4ccccc4[nH]3)CC2)cc1	8&6
Clc1ccc(OCCOCC2CO2)cc1 (stereo not drawn)	-8
COc1cc(S(=O)(=O)n2cccn2)c(OC)cc1Br	-17
COc1ccc(N2C[C@@H](N)CC2=O)cc1	-5
Cc1ccc(C(=O)N2C[C@H](C)C(=O)Nc3ccccc32)cc1	0

Next section
smiles,PriA SSB inh
O=C(NCc1ccco1)C(=O)Nc1cccc(N2CCCC2=O)c1,12
O=C(Cc1ccc(F)cc1)Nc1nc2cc3c(cc2s1)OCCO3,-9&7
Cc1cc(C)cc(-n2c(SCC#N)nc3cc(C(=O)NC4CCCC4)ccc3c2=O)c1,-7
O=C(CCS(=O)(=O)c1ccc(F)cc1)Nc1nnc(-c2ccccc2Cl)o1,8
COc1cccc2sc(N(C[C@H]3CCCO3)C(=O)CCSc3ccc(F)cc3)nc12,-19
CCn1c(=NC(=O)c2ccccc2NS(=O)(=O)c2ccc(C)cc2)sc2cccc(Cl)c21,4
CC(C)S(=O)(=O)CC(N)=NOS(=O)(=O)c1ccc(Cl)cc1,-17
Cn1ncc(C#N)c1N=CN1CCCCCC1,-16
COc1ccccc1N1CCN(CCNC(=O)c2c(F)cccc2F)CC1,-10
CCOc1ccc(C=NNC(=O)CC(=O)NCCc2ccccc2)cc1,-11
COc1cc(NC(=O)COc2cccc3ccccc23)ncn1,3
CC1(C)Cc2c(sc3nc(NN=Cc4ccccc4)[nH]c(=O)c23)CO1,-10
CCn1nccc1C(=O)Nc1ccc2nc(N3CCN(C)CC3)sc2c1,0
COc1cccc(C(=O)NCC(c2ccc3c(c2)CCN3C)N(C)C)c1OC (stereo not drawn),37
CCOc1ccc(-c2c(C(=O)NN=CC3CCCCC3)nnn2-c2nonc2N)cc1,-2
CS(=O)(=O)N1CCN(C(=O)c2csc(Nc3ccccc3)n2)CC1,-17&-5
Cc1ccc(C)c(NC(=S)NN=CC(C)c2ccccc2)c1 (stereo not drawn),-1
CSc1ccccc1CN1CCC(CNC(=O)c2ccc(S(=O)(=O)N(C)C)cc2)CC1,-5
O=C(c1ccc(F)cc1Cl)N1CC(N2C(=O)CCC2=O)C1,-7
CCCCOC(=O)CSC1=C(C#N)C(c2cccc3ccccc23)CC(=O)N1 (stereo not drawn),-25
Cc1nc(N)sc1C(=O)NN=Cc1c[nH]c2ccccc12,2
O=C(Nc1cccc2nsnc12)c1c[nH]c(=O)n(Cc2ccco2)c1=O,-4
Cc1cccc(NC(=O)CC2CSc3nc(C)cc(=O)n32)n1 (stereo not drawn),3
O=c1c2ccccc2nc(-c2ccco2)n1N=Cc1ccco1,-7
O=C(CN1CCN(C(=O)COc2ccc(F)cc2)CC1)c1ccco1,-4
Cc1cc(C)c2nc(NC(=O)Cc3ccc(S(C)(=O)=O)cc3)sc2c1,10
FC(F)(F)C(Sc1ccccc1)=C(Sc1ccccc1)Sc1ccccc1,-6
CCCCCOc1cccc(C(=O)Nc2nnc(CCOC)o2)c1,-30
O=C(NCCOc1ccc(F)cc1)C1CC1,-3
CC(C)Cn1c(=O)c2ccc(C(=O)NC(C)C)cc2n2c(SCC(=O)NC(C)C)nnc12,-9

Going on with the list.
smiles,PriA SSB inh
O=C(Nc1ccccc1Cc1nc(-c2ccco2)no1)c1cnccn1,-23
Cc1ccc(NC(=O)c2nnn(-c3ccc(C)c(C)c3)c2-c2cccnc2)c(Cl)c1,-18
CC(=NNc1ncc(Br)cn1)c1ccc(Br)cc1,1
O=C(Cn1cnc2c(sc3ccccc32)c1=O)Nc1ccc(F)cc1F,-1
CON=Cc1ccc(Oc2ccc([N+](=O)[O-])cc2[N+](=O)[O-])c(OC)c1,-13
C=CCn1sc(N)c(C#N)c1=N,-22
CC(O)CNC(=O)C(=O)NC(C)(C)C (stereo not drawn),-9
CC(O)(CNC(=O)Nc1cccs1)Cc1ccco1 (stereo not drawn),-10
